Screening results from PubChem BioAssay.
NCI-60 one-dose screen, 48 h, at 10 µM unless noted. Numbers give growth in % (100 = growth as untreated, 0 = no growth, -100 = all killed).
M14 = M14 melanoma; AID 1794745; 80,000 tested, 6.2% active
HOP-92 = HOP-92 NSCLC cells. 71,000 tested, 6.3% active
A549/ATCC = A549/ATCC NSCLC | 81,000 tested, 3.7% active | AID 1794740
UACC-257 = UACC-257 melanoma. 78,000 tested, 4.4% active
UACC-62 = UACC-62 melanoma. 81,000 tested, 5.4% active
SK-MEL-5 = SK-MEL-5 melanoma; 80,000 tested, 6.4% active; AID 1794755
SK-MEL-28 = SK-MEL-28 melanoma. 81,000 tested, 4.1% active. AID 1794761
EKVX = EKVX NSCLC | 71,000 tested, 3% active | AID 1794765
* marks the source's active call; other numbers are inactive results; . = no result given; & = joins results of further samples; ! = not active in a repeat. Rule for the calls: active = growth percent below 10; inactive = the rest.

canonical_smiles	M14	HOP-92	A549/ATCC	UACC-257	UACC-62	SK-MEL-5	SK-MEL-28	EKVX
CC1=NN(c2nc(-c3ccc(Cl)cc3)c(C#N)c(N3CCOCC3)n2)C(=O)C1	90	6.3*	101	100	14	94	33	89
CC1OC(O[C@@H]2C(O)C(CO)OC(O[C@H]3COC(O[C@H]4CC[C@]5(C)[C@H]6CC[C@]78OC[C@@]9(CC[C@](C)(C=O)C[C@H]97)[C@H](O)C[C@@]8(C)[C@]6(C)CC[C@H]5C4(C)C)[C@@H](OC4OC(CO)[C@@H](O)[C@@H](O)[C@@H]4O)[C@@H]3O)[C@H]2OC2OC[C@@H](O)[C@@H](O)[C@@H]2O)[C@@H](O)[C@@H](O)[C@H]1O (stereo partly drawn)	-47*	16	-63*	-78*	.	.	.	22
NC(=O)SCC(=O)Nc1ccc(S(N)(=O)=O)cc1	105	.	103	101	89	102	113	112
COc1ccc(/C=C/c2nc(N3CCOCC3)c3cc(Cl)c(Cl)cc3n2)cc1OC	97	114	93	96	90	88	105	.
CC(C)(C)[Si](C)(C)OCC1CCC(n2cnc3c(N)ncnc32)O1 (stereo not drawn)	102	92	95	96	82	93	105	104
CN(CCCCN(C)S(=O)(=O)c1ccccc1)S(=O)(=O)c1ccccc1	104	.	92	92	82	63	109	82
O=[N+]([O-])c1cccc(-c2nc3sccn3c2-c2ccnc(NCCCNS(=O)(=O)c3cccc4ccccc34)n2)c1	72	77	72	84	43	22	98	65
O=C(CSC(=S)n1cnc2ccccc21)Nc1ccc(Cl)cc1	61	83	82	80	57	67	84	91
CCOC(=O)NCCO	108	107	96	96	104	109	113	.
NC(=S)N/N=C1\c2ccccc2-c2c(F)c(F)c(F)c(F)c21	70	87	88	23	93	102	113	87
C[n+]1cc[nH]c1CN(c1ccc(Cl)cc1)[C@@H]1c2cc(S(=O)(=O)N3CCCCC3)ccc2OC(C)(C)[C@H]1O	96	91	81	96	70	85	110	80
CCCc1ccc(OC)cc1	107	103	102	103	103	107	121	117
CCCCCCCCCCCCNC(=S)SCCC(=O)O	96	93	86	102	99	76	103	116
CC(C)c1cccc(O)c1O	92	83	103	98	88	101	97	102
O=C1OCC2=C1C(c1cccc(C(F)(F)F)c1)c1cc3c(cc1N2CCO)OCCO3 (stereo not drawn)	-6.9*	63	16	65	40	23	50	49
O=C(NC(Cc1ccc(O)cc1)C(=O)Oc1ccc([N+](=O)[O-])cc1)OCc1ccccc1 (stereo not drawn)	106	113	105	101	120	116	108	103
O=C(NCc1ccccc1)C1=COCCS1	94	82	93	104	98	98	109	86
CCCCS(=O)(=O)c1ccc(Cl)c2ccccc12	100	47	84	93	87	106	108	101
COc1ccc(-c2nn(-c3ccc(NC(=O)Nc4cc(C(F)(F)F)cc(C(F)(F)F)c4)cc3)cc2-c2ccncc2)cc1Cl	21	-22*	15	14	16	9.6*	30	22
Nc1nc(C(=O)O)cs1	94	99	100	108	92	102	102	104

Exported with two lines to a compound: 2 of the compounds above.
Sequence of screens – M14	HOP-92	A549/ATCC	UACC-257	UACC-62	SK-MEL-5	SK-MEL-28	EKVX
CCCCS(=O)(=O)c1ccc(Cl)c2ccccc12
 : 100	47	84	93	87	106	108	101
COc1ccc(-c2nn(-c3ccc(NC(=O)Nc4cc(C(F)(F)F)cc(C(F)(F)F)c4)cc3)cc2-c2ccncc2)cc1Cl
 : 21	-22*	15	14	16	9.6*	30	22

Next section
canonical_smiles	M14	HOP-92	A549/ATCC	UACC-257	UACC-62	SK-MEL-5	SK-MEL-28	EKVX
COc1ccc(C(C#N)N2CCCCC2)cc1 (stereo not drawn)	104	99	93	81	96	100	110	97
O=C(NNC(=O)c1cccc2ccccc12)c1ccc(Cl)c(Cl)c1	102&103	91&74	107&98	103&105	100&100	102&102	105&106	107&111
c1ccc2cc(C[n+]3ccn(Cc4ccc5ccccc5n4)c3)ccc2c1	9.1*!	-5.2*	59&37	-8.7*	-1.1*!	-68*	9.0*!	69&16
CC(OC(=O)c1ccccc1C(=O)O)c1ccccc1 (stereo not drawn)	101	88	97	86	102	116	100	103
CCCCCCCCCCCCI	106	99	101	103	105	101	110	103
NC(=O)CC(=O)O	100	96	99	104	99	102	109	.
CCCCN1CCCCC1	96	.	97	99	104	104	112	.
COc1ccc(/C(=N\NC(N)=S)c2ccc(F)cc2)cc1OC	109	104	103	106	96	94	121	99
c1cnc2c(c1)CCC[C@@H]2N(CCCN1CCNCC1)Cc1cc2ccccc2cn1	78	57	80	92	91	96	94	75
O=C(C(=O)N1CCCC1)c1cn(CCCn2cc(C(=O)C(=O)N3CCCC3)c3cc(Br)ccc32)c2ccc(Br)cc12	89	.	58	76	85	91	80	54
O=[N+]([O-])c1cc2c(cc1O)OCO2	103	108	104	107	109	108	115	105
NCC1=C(c2ccccc2)Nc2ncc(-c3ccc(Cl)c(Cl)c3)n2C1O (stereo not drawn)	92	113	97	97	97	105	101	94
Cc1cccc(C(=O)N(C(=O)c2cccc(C)c2)N(C)C)c1	99	.	99	109	88	102	111	109
CC(C)[C@@H](C(=O)N(C(=O)NC1CCCCC1)C1CCCCC1)N1C(=O)c2ccccc2C1=O	105	102	72	84	85	99	109	97
Cc1c(C(=O)NO)sc2ncnc(Nc3cccc4[nH]cnc34)c12	107	118	100	112	94	102	108	98
O=C1OC(=O)C2=C1CCCC2	.	112	103	125	109	106	94	93
O=C(COc1ccc(NC(=O)Nc2ccccc2)cc1)N=Nc1c(O)[nH]c2ccc(Br)cc12	32	67	36	97	42	87	45	71
N#Cc1c(-c2cccc(O)c2O)cc(-c2ccc3ccccc3c2)[nH]c1=O	65	28	85	100	78	46	46	74
CCO/C=C(\Sc1nc(-c2ccc(Cl)cc2Cl)c(C#N)c(=O)[nH]1)C(=O)c1ccc(Br)cc1	96	98	85	107	101	102	114	96
COc1cc2cc(Oc3ccc(NC(=O)Nc4ccc(Cl)c(C(F)(F)F)c4)cc3)c(C)nc2cc1OCCN1CCOCC1	19	20	13	14	30	-35*	43	17

(cont.)
canonical_smiles	M14	HOP-92	A549/ATCC	UACC-257	UACC-62	SK-MEL-5	SK-MEL-28	EKVX
Oc1c(Cl)cc(Cl)cc1/C=N/Nc1nnc(N/N=C/c2cc(Cl)cc(Cl)c2O)c2ccccc12	5.8*	14	23	39	13	-47*	23	10
O=C(Nc1ccc(O)c([N+](=O)[O-])c1)Nc1ccc(O)c([N+](=O)[O-])c1	82	69	91	93	70	74	105	78
COc1ccc(C)cc1NC(=O)ON=C1CCCCC1	111	.	99	.	100	102	103	.
Cc1ccc(S(=O)(=O)NN)cc1	98	96	108	110	97	103	108	116
COc1cc2cc(Oc3ccc(NC(=O)c4ccc(N5CCOCC5)c(C(F)(F)F)c4)cc3)c(C)nc2cc1OC	80	44	44	56	54	34	86	50
COc1ccc(CCN2CCC(CN(C)Cc3cnn(-c4ccccc4)c3)CC2)cc1	-19*	37	4.8*	19	-14*	19	33	.
Cc1ccccc1S(N)(=O)=O	103	126	103	107	.	103	115	99
CN(C)CCOc1cccc(NC2=C(Cl)C(=O)C(Nc3cccc(OCCN(C)C)c3)=C(Cl)C2=O)c1	-74*	-70*	58	-97*	-82*	-95*	-64*	-92*
CC(=O)Oc1cccc(O)c1	106	99	97	96	100	.	114	110
Cc1ccc(C2C(C#N)=C(N)Oc3c2c(C)nn3-c2ccc(Cl)cc2)cc1 (stereo not drawn)	104	90	100	102	88	95	109	92
CC(C)(N)CNc1ccccc1	97	165	104	154	95	101	122	102
CCCCCS(=O)(=O)CCCCC	106	84	94	85	107	105	106	.
CCN1CCN(c2ccc(NC(=O)Nc3ccc4c(c3)CCN4c3ccnc(C(=O)NC)c3)cc2C(F)(F)F)CC1	102	.	97	109	98	96	94	95
CCCn1c(=O)[nH]c(N)c(C(c2cccc(OC)c2)c2c(N)[nH]c(=O)n(CCC)c2=O)c1=O	96	78	87	91	77	84	108	88
COc1ccc2c(c1)c(C#N)cc[n+]2C	93	98	86	87	92	.	115	82
N#CC1=C(/N=C(\N)NNc2ccccc2)Oc2c(ccc3ccccc23)C1c1ccccc1 (stereo not drawn)	99	76	98	99	75	86	108	74
CCn1cc(C(=O)N[C@H]2C(O)[C@@H](O)C(CO)O[C@H]2O)c(=O)c2ccc(C)nc21 (stereo partly drawn)	102	112	109	112	102	102	106	111
COc1ccc(-n2c(C)c(-c3ccccc3)c(-c3ccccc3)c2C)cc1	64	35	60	68	67	63	93	.
COc1cc2c(cc1OC)C1=NN(C(=O)Nc3c(C)cccc3C)C(c3ccc(F)cc3)C1C2 (stereo not drawn)	90	81	89	35	75	81	93	98
Oc1ccccc1CNC1CCCCC1	96	.	100	84	84	110	109	93

Following part.
canonical_smiles	M14	HOP-92	A549/ATCC	UACC-257	UACC-62	SK-MEL-5	SK-MEL-28	EKVX
Cc1ccc2c(n1)C(=O)C(Cl)=C(Nc1cccc(C(F)(F)F)c1)C2=O	80	107	105	-4.2*	98	97	79	58
Cc1oc(-c2ccc(Cl)cc2)nc1C1=NN(C(=O)c2ccncc2)C(c2ccc(Br)cc2)C1 (stereo not drawn)	94	74	86	99	77	92	97	98
COc1ccc(Cn2cc3c(c2-c2ccc(OC)cc2)CCc2cnoc2-3)cc1	1.3*	55	22	65	44	11	51	49
COc1cc(C2=NNC(c3sc(Cl)nc3Cl)C2)cc(OC)c1OC (stereo not drawn)	95	126	94	93	93	100	104	.
CC1(C)Oc2cc3oc(=O)ccc3c3c2C2C1CCC(C)(O3)C2O (stereo not drawn)	101	.	96	103	109	98	104	109
N=S(=O)(NC(=O)c1ccc(Cl)cc1Cl)c1ccc(Cl)cc1 (stereo not drawn)	111	74	98	99	109	102	97	.
CC(C)c1ccc(/C=N/N=C(N)N)cc1	85	24	89	77	96	92	86	87
CCCC(=O)Oc1ccc2ccccc2c1	97	90	97	91	100	97	114	101
CCCCc1cncc(CCCC)c1	98	88	87	105	97	112	112	108
COC(=O)CCC1(C(N)=O)CCC(=O)c2ccccc21 (stereo not drawn)	111&106	97&104	104&99	98&96	110&104	105&102	110&106	99
COC(=O)N1C2CCCCC2=NN(c2ccccc2)N1C(=O)OC (stereo not drawn)	106	80	100	.	93	103	106	.
CCCCCCCCCCCC1=NC(C)(C)CN1c1ccccc1	97	.	98	113	74	98	113	87
O=C(O)Cc1ccc(I)cc1	103	101	.	.	96	97	112	106
CCOC(=O)C1=C(N)N(c2ccc(Cl)cc2)C2=C(C(=O)CC(C)(C)C2)C1c1ccc([N+](=O)[O-])cc1 (stereo not drawn)	90	123	89	95	71	90	98	85
CN1CCN(c2ccc(C(=O)/C=C/c3cccc(C(F)(F)F)c3)cc2)CC1	84	75	90	94	79	92	93	89
CSc1nnc(-c2cnn3c2NC(c2ccccc2)C3)n1-c1cccc(F)c1 (stereo not drawn)	100	95	91	97	69	100	97	102
Nn1c(-c2cccc(O)c2)nnc1-c1cccc(O)c1	106	72	100	101	93	106	103	93
C/C(=N\Nc1ccc(S(N)(=O)=O)cc1)c1cnn(-c2cc(=O)[nH]c3ccc(Cl)cc23)c1C	79	.	101	95	58	78	75	90
CCOC(=O)NN(C(=O)OCC)c1ccccc1C	107	.	98	97	103	107	120	104
OCC(O)C1OCOC(C(O)CO)C1O (stereo not drawn)	111	90	102	100	97	125	110	113

Whole records from above. Order of screens: M14	HOP-92	A549/ATCC	UACC-257	UACC-62	SK-MEL-5	SK-MEL-28	EKVX
Listed for COc1ccc(Cn2cc3c(c2-c2ccc(OC)cc2)CCc2cnoc2-3)cc1 : 1.3*	55	22	65	44	11	51	49
Listed for N=S(=O)(NC(=O)c1ccc(Cl)cc1Cl)c1ccc(Cl)cc1 (stereo not drawn) : 111	74	98	99	109	102	97	.
Listed for COc1cc(C2=NNC(c3sc(Cl)nc3Cl)C2)cc(OC)c1OC (stereo not drawn) : 95	126	94	93	93	100	104	.

Next part:
canonical_smiles	M14	HOP-92	A549/ATCC	UACC-257	UACC-62	SK-MEL-5	SK-MEL-28	EKVX
O=S(=O)(O)c1cc(Cl)ccc1Cl	108	85	109	107	104	108	127	107
N#C/C(=C\c1cccc(F)c1)c1nc(N)nc(Nc2ccc(S(N)(=O)=O)cc2)n1	96	84	99	102	95	99	105	100
Cc1ccc2[nH]c(-c3ccc(S(C)(=O)=O)cc3)c(/C=N/NC(N)=O)c2c1	102	90	87	90	97	101	105	86
O=C1CSC(c2ccc(C(F)(F)F)cc2)N1NC(=O)C(O)(c1ccccc1)c1ccccc1 (stereo not drawn)	88	93	82	86	80	93	106	96
COc1cc(/C=N/n2c(C)nc3c(c(C)nn3-c3ccccc3)c2=O)ccc1O	100	88	102	107	98	96	116	91
COc1ccc(/C=N/C2=C(C#N)C(c3ccc([N+](=O)[O-])cc3)c3c(ccc4ccccc34)O2)cc1 (stereo not drawn)	87	85	92	101	77	91	101	72
O=C(CSc1nnc2n3c(nn12)SCC(c1ccccc1)=N3)c1ccccc1	107	114	106	110	104	99	111	102
Cc1ccc(C2=NN(C(=O)c3ccc(S(C)(=O)=O)cc3)C(c3ccc(C)cc3)C2)cc1 (stereo not drawn)	68	.	57	60	64	63	77	75
CC(C)(C)CC(N)CC(C)(C)C	100	89	.	.	96	103	110	97
COc1ccc(OC)c(-c2cc(-c3ccccc3)c3c(N)c(C(=O)c4ccccc4)sc3n2)c1	93	104	72	94	86	98	107	94
COc1ccc(C(=O)/C=C/c2ccc(N3CCN(C)CC3)cc2)cc1OC	84	80	88	98	92	98	109	97

Molecules shown so far that contain a thiophene ring, fused or not (2):
canonical_smiles	M14	HOP-92	A549/ATCC	UACC-257	UACC-62	SK-MEL-5	SK-MEL-28	EKVX
Cc1c(C(=O)NO)sc2ncnc(Nc3cccc4[nH]cnc34)c12	107	118	100	112	94	102	108	98
COc1ccc(OC)c(-c2cc(-c3ccccc3)c3c(N)c(C(=O)c4ccccc4)sc3n2)c1	93	104	72	94	86	98	107	94
